Abeta yeast res – compounds reversing amyloid beta toxicity in yeast | yeast expressing A-beta42, growth rescue, OD600, 48 h; response scale: 0% DMSO, 100% iron-clioquinol control | Potency, µM (titrated, usually from 46.1 µM), without a hit: at the top dose growth rescue, hits mostly activators | 0.063% of 410,000 active | AID 1347071; also: potency is read from the fitted curve at half-maximal effect; nearly all actives have a fitted effect of over 55% in size
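Growth rescue measured by 600 nm absorbance after 48 h yeast culture at 30 C with compound. Values normalized between DMSO and an equimolar ferric chloride plus clioquinol control.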
GLP1R ag – GLP-1 receptor (human) agonism. P43220. HEK293 GLP-1R CRE-luciferase, luminescence, 4-6 h; cells express a hypersensitive GLP-1R form. Potency, µM (highest dose often 45.6 µM), for the others: at the highest dose activation, most hits filed as activators. 0.007% of 380,000 active. AID 624172; also: potency is read from the fitted curve at half-maximal effect; % of control where 0% means no effect
Target sequence (P43220 whole entry, looked up): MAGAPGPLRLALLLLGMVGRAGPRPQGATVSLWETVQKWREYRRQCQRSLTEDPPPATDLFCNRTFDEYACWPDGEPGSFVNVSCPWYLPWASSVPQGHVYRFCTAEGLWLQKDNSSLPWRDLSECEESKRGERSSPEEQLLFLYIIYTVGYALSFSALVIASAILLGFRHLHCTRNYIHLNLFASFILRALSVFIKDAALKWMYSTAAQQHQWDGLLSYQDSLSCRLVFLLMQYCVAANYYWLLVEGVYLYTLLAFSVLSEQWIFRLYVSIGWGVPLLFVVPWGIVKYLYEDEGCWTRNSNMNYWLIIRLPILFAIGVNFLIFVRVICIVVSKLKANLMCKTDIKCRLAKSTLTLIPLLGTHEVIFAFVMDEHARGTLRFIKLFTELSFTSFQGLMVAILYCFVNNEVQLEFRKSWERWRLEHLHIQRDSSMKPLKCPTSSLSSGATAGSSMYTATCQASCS
Akt phos inh – inhibitors of Akt phosphorylation; activity change, % for hits at 50 µM; Neuro2A IGF-stimulated pAkt S473 HTRF, 20 min; stronger effect = lower value; 0.32% of 360,000 active; in the data active = activity change below about -80%; inconclusive = mostly about -51% to -80%; also: % is scaled to controls: 0 for no effect and ±100 for the full control effect
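Neuro2A cells in DMEM with 0.5% FBS, overnight at 37 deg C, given compound at single 50 µM final, then IGF (6 nM final) for 20 min at 37 deg C. Lysed; phospho-Akt Ser473 by HTRF after 24 h, 665/615 ratio.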
aSyn rescue – rescues yeast growth from alpha-synuclein toxicity | Yeast expressing alpha-synuclein, growth rescue, BacTiter-Glo, 24 h | Potency, µM (top dose mostly 46.1 µM), without a hit: at the highest dose growth rescue (activation), actives largely listed as activators | 0.14% of 370,000 active | AID 652106; also: potency is read from the fitted curve at half-maximal effect; % of control where 0% means no effect; nearly all actives have a fitted effect of over 65% in size
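Galactose-induced alpha-syn yeast (OD600=0.02, raffinose-pregrown) + pinned cpd, 24 hr, 30 deg C; growth by BacTiter-Glo luminescence. Growth restoration scores as activation.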
GLP1R inv ag – GLP-1 receptor (human) inverse agonism; HEK293 GLP-1R CRE-luciferase, luminescence, 24 h; GLP-1R form is constitutively active; Potency, µM (doses to about 38.3 µM), for the others: top-dose activity change, negative = inhibition, most hits filed as inhibitors; 1.6% of 410,000 active; also: potency is read from the fitted curve at half-maximal effect; % is scaled to controls: 0 for no effect and ±100 for the full control effect; nearly all actives have a fitted effect of over 55% in size
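Stable HEK293 clone (constitutively active GLP-1R + cAMP-response luciferase); 200 cells/uL plated, 12 h pre-culture, compound 24 hr, 37 deg C/5% CO2; detection reagent 12 min RT; luminescence.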
DRD3 antagonist – blocks the human D3 dopamine receptor. P35462. D3R cells, DiscoveRx beta-arrestin luminescence, antagonist mode; stronger effect = lower value. AID 652054. 2.5% of 360,000 active. max response, negative = inhibition, %; in the data active = max response below about -50%; inconclusive = no clear call, values can overlap the other calls; also: % is scaled to controls: 0 for no effect and ±100 for the full control effect; mostly tested at two doses, the higher about 12 µM
Target sequence (P35462 whole entry, looked up): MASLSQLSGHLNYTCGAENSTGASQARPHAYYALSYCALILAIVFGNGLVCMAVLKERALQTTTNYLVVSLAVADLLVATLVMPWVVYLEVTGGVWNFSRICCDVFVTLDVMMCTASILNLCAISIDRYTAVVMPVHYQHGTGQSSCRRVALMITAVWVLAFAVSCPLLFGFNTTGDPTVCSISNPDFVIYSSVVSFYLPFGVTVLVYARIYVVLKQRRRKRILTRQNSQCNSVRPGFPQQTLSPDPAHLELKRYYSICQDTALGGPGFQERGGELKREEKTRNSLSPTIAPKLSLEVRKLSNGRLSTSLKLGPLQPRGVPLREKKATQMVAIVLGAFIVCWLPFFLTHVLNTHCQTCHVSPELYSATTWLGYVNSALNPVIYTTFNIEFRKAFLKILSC
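Cells plated overnight at 1500 cells/well, then exposed to library compounds with dopamine controls for 90 minutes at 37 degrees C. DiscoveRx reagent added for 30–60 minutes at room temperature; luminescence read, quantitative HTS format.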
PTHR1 ag – PTHR1 (human) receptor agonism; Q03431; HEK293 GP2 PTHR1 cells, GloSensor cAMP luminescence, 1 h; Potency, µM (top dose mostly 115 µM), for the others: at the highest dose activation, most hits filed as activators; 0.075% of 410,000 active; also: potency is read from the fitted curve at half-maximal effect; nearly all actives have a fitted effect of over 55% in size; some results filed as inactive show a strong effect at the top dose; inactives centre near -15; many of its hits are not listed in these tables
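HEK-293-derived GP2 cells expressing PTHR1 and a GloSensor cAMP reporter, 3,000/well, plated overnight, given luciferin plus IBMX (each 0.5 mM as added) for 1 h at 37 °C, then compound for 1 h at 37 °C. Luminescence was read after 15 min at room temperature.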
FUS yeast rescue – rescues growth of FUS-expressing yeast; S. cerevisiae FUS-expressing, growth rescue, OD600, 24 h; Potency, µM (titrated, usually from 76.6 µM), for the others: at the top dose growth rescue (activation), most hits filed as activators; 0.24% of 390,000 active; AID 1347120;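 also: potency is read from the fitted curve at half-maximal effect; plate controls were DMSO vehicle for no effect and reference control for full effect; nearly all actives have a fitted effect of over 55% in size; some results filed as inactive show a strong effect at the top dose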
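Cultures pregrown in 2.5% raffinose medium are shifted to minimal medium containing 2% galactose to express toxic FUS. Compounds are tested at several concentrations. After 24hr at 30C, growth is quantified at 600 nm absorbance.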
TDP-43 yeast inh – rescues yeast growth from TDP-43 toxicity; TDP-43 expressing yeast growth rescue, BacTiter-Glo, 24 h; AID 652104; 1.8% of 410,000 active; Potency, µM (top dose mostly 46.1 µM), for inactives: at the highest dose growth rescue (activation), usual class: activators; also: potency is read from the fitted curve at half-maximal effect; % of control where 0% means no effect; nearly all actives have a fitted effect of over 50% in size
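Galactose-induced TDP-43 yeast, OD600=0.02, compound pinned; 24 hr, 30 deg C; BacTiter-Glo luminescence for growth. Inhibitors of TDP-43 toxicity read as activators.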
Starred values were filed as active, the others as inactive; i = inactive; ? = inconclusive; · = not tested or not shown; [ ] = dose if it differs, or a comment. Unless noted, calls follow the shape of the dose curve; as a rule, active = well fitted curve in the direction sought with a large enough effect; inconclusive = small, poorly fitted or top-dose-only effect, or another doubt; inactive = no such curve, though single readings can be large; an effect the other way counts as inactive or inconclusive. Some of the compounds tested, so the mix of outcomes need not match the whole.

SMILES	Abeta yeast res	GLP1R ag	Akt phos inh	aSyn rescue	GLP1R inv ag	DRD3 antagonist	PTHR1 ag	FUS yeast rescue	TDP-43 yeast inh
CCc1ccc(Nc2nnc(SCC(=O)N(C)C3CCS(=O)(=O)C3)s2)cc1 (configuration not stated)	7%	6%	i	-9%	?	-7	-50%	3%	-14%
O=C(COC(=O)c1ccccc1NS(=O)(=O)c1cccs1)NC1CCCCC1	0%	1%	i	-1%	-23%	2	-39%[inhibitor]	35%	0%
Nc1nc(N)c(-c2cccc(C(F)(F)F)c2)c(Cc2cccc(C(F)(F)F)c2)n1	3%	-7%	i	-7%	?	7	i	·	4%
COC(/C=C/Nc1ccc(C)c(C)c1)=C(C#N)C#N	-10%	-3%	i	-8%	6%	-8	-3%[57.5 µM]	25%	-10%
C=CCn1c(SCC(=O)NC2CCCC2)nc2sc(C)cc2c1=O	-10%	6%	i	1%	8%	-8	6%	0%	-7%
COc1cc2c(cc1OC)C(C)N(C(=O)c1cccs1)CC2 (configuration not stated)	-3%	-3%	i	2%	1%[0.307 µM]	2	i	-2%	28%
Cc1cc(F)ccc1NC(=O)C1CCC(CNS(=O)(=O)c2ccc3c(c2)CCCC(=O)N3)CC1 (configuration not stated)	-11%	·	·	·	-9%	·	-38%[inhibitor]	20%	13%
CCOC(=O)c1cc(OC(=O)c2cc(OC)cc(OC)c2)n(-c2ccccc2)n1	-25%	3%	·	-38%[inhibitor]	1%	·	i	9%	0%
Cc1cccc(NC(=O)c2sc3nc4c(cc3c2N)CN(C(C)C)CC4)c1	5%	·	·	·	-1%	·	-91%[inhibitor]	?	?
CCN(CC)c1nn2c(=O)c(C(=O)NCc3ccccc3Br)cnc2s1	-25%	·	·	·	9%	·	i	37%	25%
CC1CCCN(CCOCCOc2ccc(Cl)cc2Br)C1 (configuration not stated)	-31%[inhibitor]	-15%	i	0%	?	-100*	14%	7.1µM*	-20%
COc1cc(C(=O)Nc2nc(C)cc(C)n2)cc(OC)c1OC	21%	4%	i	-1%	18%	-16	i	5%	17%
Cn1c(=O)cc(SCC(=O)NCCc2ccc(Cl)cc2)c2cc(Cl)ccc21	-6%	0%	·	·	-12%	·	-15%	-16%	-4%
O=C(O)C1=C(OCc2ccccc2)C(=O)NCC1	-22%	2%	i	0%	9%	-12	23%	5%	-29%
Clc1ccc(CN(CC2CCCO2)C(c2cccs2)c2nnnn2C2CCCC2)cc1 (configuration not stated)	21%	-12%	i	-16%	?	-3	-1%	21%	7%
COc1ccc(/C=N/NC(=O)CC2N=C(Cc3ccccc3)NNC2=O)cc1OC (configuration not stated)	-6%	13%	i	-1%	64%[activator]	-22	?	16%	-21%[0.397 µM]
COc1ccccc1/C=C1\C(=O)Nc2ccccc21	-16%	-3%	i	7%	?	2	-22%	-19%	11%
Cc1cc(C(=O)Nc2ccc3c(c2)OCO3)no1	-9%	-2%	i	-3%	?	-9	i	1%	-9%
Nc1ccccc1-c1ccc([N+](=O)[O-])cc1	2%	15%	i	4%	?	2	-10%	-8%	17%
COCCNS(=O)(=O)c1cc(-c2nn3c(C)nnc3c3ccccc23)ccc1C	-8%	·	·	·	32%[activator]	·	i	6%	21%
Cc1ccc(N(Cc2cc3ccc(C)cc3[nH]c2=O)C(=O)c2ccco2)c(C)c1	11%	2%	i	5%	-15%	3	-32%	-10%	4%
CCN(c1ccc(OC)cc1)S(=O)(=O)c1nnc(NC(=O)COc2ccc(C)cc2)s1	-12%	-8%	·	0%	-25%	5	i	-6%	4%
Cc1ccc(C)c(C(=O)Cn2ncc(Cl)c(Cl)c2=O)c1	-3%	-29%	i	3%	0%	-28	-9%	·	3%
CCn1c(CCNC(=O)c2cccs2)n[nH]c1=S	-14%	-1%	i	-1%	9%	5	i	·	9%
Cc1nnc(N/N=C/c2c(Cl)cccc2Cl)n1N	-14%	-4%	i	-4%	7%	9	i	28%	-17%
COc1ccc(NC(=O)COC(=O)C(NC(=O)c2ccc(C)cc2)C(C)C)cn1 (configuration not stated)	-4%	-9%	i	0%	0%	-18	i	·	10%
COc1cccc(/C=C/C(=O)NNC(=O)c2ccncc2)c1OC	-25%	-6%	i	-2%	26%	-8	i	1%	-8%
Cc1c(CCC(=O)NC2CC2)c(=O)oc2c(C)c(O)ccc12	3%	13%	i	1%	33%[activator]	-16	i	-8%	19%
Cc1ccc(C)c(N2CCN(C(=O)c3cc4sccc4n3C)CC2)c1	5%	3%	i	0%	?	-14	-3%[57.5 µM]	?	14%
Cc1ccc2nsnc2c1NC(=O)c1ccc([N+](=O)[O-])o1	-23%	-2%	i	1%	86%[activator]	9	i	8%	?
COc1ccc(NS(=O)(=O)c2cccc3cccnc23)cc1OC	10%	15%	i	0%	20%	-10	-5%	19%	-9%
Cc1nc(N2CCOCC2)[nH]c(=O)c1C	0%	5%	i	2%	12%	4	i	6%	-10%[9.22 µM]
COC(CNC(=O)CNC(=S)N(CCCN1CCOCC1)Cc1cccs1)OC	-12%	3%	i	-1%	8%	7	-13%	0%	-21%
NC(=O)CCn1ccc2ccccc21	-6%	-1%	i	1%	7%	-16	i	6%	·
NC(=O)N=Nc1c2[nH]c3ccccc3nc-2c2ccccc12	?	25%	i	?	27%	73	i	10%	-15%[1.82 µM]
COc1ccc(/C=C/c2ccccc2)cc1[C@H]1[C@H]2C=CC[C@@H](C)[C@@H]2C(=O)N1Cc1ccccc1	-3%	-2%	i	9%	?	-53*	-8%	35%	-4%
OCCNc1nc2ccccc2n1CCN1CCCCC1	11%	-16%	i	5%	-3%	9	i	-29%	15%
O=C(CCCCn1cnc2c(=S)nc[nH]c21)Nc1ccc(C(=O)O)c(O)c1	14%	-2%	i	1%	12%	-18	i	30%	9%
Cc1cc(C)n2nc(C(=O)OCC(=O)N(CC(C)C)CC(C)C)nc2n1	-5%	0%	i	-2%	15%	4	i	-21%	6%
CCOC(=O)C1(C)CCCN1C(=O)c1ccc(OC)c(F)c1 (configuration not stated)	-11%	0%	i	6%	10%	0	-13%	-21%	20%
COc1ccc(OC)c(C2/C(=C(\O)c3ccc(OC)c(Cl)c3)C(=O)C(=O)N2CCN(C)C)c1 (configuration not stated)	-1%	-1%	i	8%	13%	-23	i	6%	1%
O=C(Nc1ccc(OCC(=O)N2CCN(S(=O)(=O)c3ccccc3)CC2)cc1)c1ccco1	-7%	-2%	i	-6%	3%	22	i	-2%	2%
O=C(CCNS(=O)(=O)c1ccc(F)c(Cl)c1)NCc1ccccc1F	2%	-2%	i	5%	7%	7	-4%	·	20%
O=C(Nc1ccc(Br)cc1F)c1cc(S(=O)(=O)NC2CCCCC2)ccc1F	7%	·	·	·	-18%	·	i	-11%	10%
COCC1CCN(C(=O)c2cc(COc3ccc(OC)c4ccccc34)on2)C1 (configuration not stated)	17%	1%	i	14%	-12%	11	i	10%	17%
COc1nccc(C(F)(F)F)c1C(=O)NC(=O)Nc1ccccc1	12%	8%	i	8%	?	0	-14%	19%	30%
O=C(Cn1nc(C(=O)O)c2ccccc2c1=O)Nc1ccc(Cl)c(S(=O)(=O)N2CCOCC2)c1	9%	25%	i	11%	6%	-10	-22%	33%	-4%
CN(CC(=O)Nc1ccc(Cl)c(C(F)(F)F)c1)C(=O)c1cccs1	3%	8%	i	2%	?	7	-19%	0%	-7%
Cc1ccc(C)c(NC(=S)N2CCCC2)c1	-6%	-1%	i	3%	18%	8	-16%	-24%	4%
O=C(Cn1nnc2ccccc21)NC1CCCCC1	22%	0%	i	1%	1%	-21	-3%[57.5 µM]	8%	16%

More compounds follow.
SMILES	Abeta yeast res	GLP1R ag	Akt phos inh	aSyn rescue	GLP1R inv ag	DRD3 antagonist	PTHR1 ag	FUS yeast rescue	TDP-43 yeast inh
O=C(NCc1ccc(Cl)s1)C1CCC(=O)N(CCc2ccccn2)C1 (configuration not stated)	0%	-1%	i	-1%	0%	-7	i	1%	-7%
COc1cccc(OCCn2cc(C(=O)c3ccco3)c3ccccc32)c1	?	14%	i	-17%	?	40	i	13%	?
O=C(NCc1cccnc1)C(C(=O)c1ccc(F)cc1)n1ccccc1=O (configuration not stated)	-5%	-10%	i	-9%	10%	5	18%[57.5 µM]	11%	3%
O=C(NC(=S)NNS(=O)(=O)c1ccccc1)c1ccccc1[N+](=O)[O-]	-27%	-1%	i	-1%	4%	0	i	13%	7%
O=C(NCc1ccc(Cl)cc1)C(=O)Nc1cccc(Br)c1	-10%	·	·	·	4%	·	-31%[inhibitor]	8%	2%
CSc1ncc(C(=O)N2CCN(c3ccc(Cl)cc3)CC2)c(C)n1	-6%	·	·	·	13%	·	-15%	15%	11%
N/C(CCCN1CCCCC1)=N/O	6%	-4%	i	1%	22%	2	i	-9%	-13%
Cc1cc(N2C(=O)Cc3ccccc3C2=O)ccc1C(C)C	-5%	3%	i	0%	-21%	7	i	?	16%
Cc1ccc(S(=O)(=O)N2CCOCC2)cc1C(=O)NC1CCCCCC1	7%	-1%	i	-3%	10%	-12	i	17%	-4%
COc1ccc(NC2CCCN(C(=O)c3cccc(C)n3)C2)cc1OC (configuration not stated)	-9%	0%	·	3%	-5%	9	i	-7%	13%
O=C(NCC(=O)N(Cc1ccccc1)C(C(=O)NC1CCCC1)c1ccco1)c1ccco1 (configuration not stated)	18%	-1%	i	4%	-20%	17	-31%[inhibitor]	11%	11%

Compound activity deposited in PubChem BioAssay by National Center for Advancing Translational Sciences (NCATS).
